Nrf2 activator: activators of Nrf2 (ARE) signaling; AREc32 ARE-luciferase reporter (MCF7-derived line), luminescence, 24 h; Potency, µM (highest dose often 46.1 µM), for inactives: top-dose activation, usual class: activators; hit rate 0.31% among 410,000; further: potency means the concentration at half of the fitted maximal effect; % of control where 0% means no effect; nearly all actives have a fitted effect of over 65% in size
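ARE activation measured as luciferase luminescence (Steady-Glo, 30 min RT) in AREc32_Fluc cells after 24 hr compound exposure at 37 deg C, 5% CO2; cells seeded overnight at 1000/well in OPTI-MEM, 5% FBS.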
pAkt inh: inhibitors of Akt phosphorylation; AID 651550; Neuro2A IGF-stimulated pAkt S473 HTRF, 20 min; stronger effect = lower value; activity change, % for hits at 50 µM; hit rate 0.32% among 360,000; in the data active means activity change below about -80%; inconclusive means mostly about -51% to -80%; further: on the % scale 0 is the no-effect control and ±100 the full control effect
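Neuro2A cells in DMEM with 0.5% FBS, overnight at 37 deg C, given compound at single 50 µM final, then IGF (6 nM final) for 20 min at 37 deg C. Lysed; phospho-Akt Ser473 by HTRF after 24 h, 665/615 ratio.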
MmCpn inh: blocks the Methanococcus maripaludis chaperonin Mm-Cpn; purified Mm-Cpn ATPase, ADP Transcreener TR-FRET; Potency, µM (series often up to 76.9 µM), for the others: at the highest dose activity, negative = inhibition, most hits filed as inhibitors; hit rate 0.031% among 330,000; AID 504842; further: potency means the concentration at half of the fitted maximal effect; on the % scale 0 is the no-effect control and ±100 the full control effect; nearly all actives have a fitted effect of over 80% in size
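25 nM Mm-CPN + cpd, 10 min 37°C; + 10 uM ATP, 30 min 37°C; buffer 30 mM Tris pH 7.4, 100 mM KCl, 5 mM MgCl2, 1 mM DTT; Transcreener ADP HTRF detection 30 min RT.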
TGFb SMAD3 inh: blocks TGF-b signaling; Potency, µM (highest dose often 46.1 µM), for the others: at the highest dose activity, negative = inhibition, actives largely listed as inhibitors; hit rate 1.2% among 410,000; AID 588855; HepG2 CAGA-GFP TGF-b/SMAD3 reporter, GFP fluorescence, 18 h; TGF-beta stimulated, 500 pg/mL final; further: potency means the concentration at half of the fitted maximal effect; on the % scale 0 is the no-effect control and ±100 the full control effect; nearly all actives have a fitted effect of over 65% in size
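First, reporter cells (HEPG2 CAGA-GFP) rested 2 h at 37 degrees C. Next, compounds were pinned in and TGF-beta added to 500 pg/mL final. After 18 h, GFP was imaged per cell and summed per well.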
A549 viability: kills or reduces viability of A549 cells in Nrf2 counter-screen | A549 ARE-Fluc cells, CellTiter-Fluor viability, 18-24 h | Potency, µM (doses to about 46 µM), for the others: at the top dose activity change, negative = cytotoxicity, hits mostly inhibitors | hit rate 0.16% among 390,000 | AID 504648; further: potency means the concentration at half of the fitted maximal effect; on the % scale 0 is the no-effect control and ±100 the full control effect
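Cytotoxicity counterscreen: CellTiter-Fluor fluorescence was measured in A549 ARE_Fluc cells after 18-24 h of compound exposure in a concentration series. The subsequent BugLite luminescent read reports ARE-luciferase activity.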
Nrf2 inh: blocks Nrf2 signaling; AID 504444; hit rate 2.1% among 360,000; A549 ARE-Fluc reporter, luciferase luminescence, 18-24 h; Potency, µM (doses to about 46 µM), without a hit: at the top dose activity change, negative = inhibition, most hits filed as inhibitors; further: potency means the concentration at half of the fitted maximal effect; on the % scale 0 is the no-effect control and ±100 the full control effect; nearly all actives have a fitted effect of over 60% in size
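Cells were seeded and rested 2 h, then exposed to compounds for 18-24 h. CellTiter-Fluor was read first as a viability measure. BugLite was added 15 min before the final luminescent read of ARE-luciferase activity in A549 cells.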
EPAC2 antag: EPAC2 (human) antagonism; Q8WZA2; EPAC2 GEF exchange of Rap1B-BODIPY-GDP, fluorescence; Potency, µM (doses to about 114 µM), for inactives: at the top dose activity, negative = inhibition, most hits filed as inhibitors; hit rate 0.18% among 360,000; AID 720708; further: potency means the concentration at half of the fitted maximal effect; on the % scale 0 is the no-effect control and ±100 the full control effect; nearly all actives have a fitted effect of over 45% in size; many of its hits are not listed in these tables
Target sequence (Q8WZA2 whole entry, looked up): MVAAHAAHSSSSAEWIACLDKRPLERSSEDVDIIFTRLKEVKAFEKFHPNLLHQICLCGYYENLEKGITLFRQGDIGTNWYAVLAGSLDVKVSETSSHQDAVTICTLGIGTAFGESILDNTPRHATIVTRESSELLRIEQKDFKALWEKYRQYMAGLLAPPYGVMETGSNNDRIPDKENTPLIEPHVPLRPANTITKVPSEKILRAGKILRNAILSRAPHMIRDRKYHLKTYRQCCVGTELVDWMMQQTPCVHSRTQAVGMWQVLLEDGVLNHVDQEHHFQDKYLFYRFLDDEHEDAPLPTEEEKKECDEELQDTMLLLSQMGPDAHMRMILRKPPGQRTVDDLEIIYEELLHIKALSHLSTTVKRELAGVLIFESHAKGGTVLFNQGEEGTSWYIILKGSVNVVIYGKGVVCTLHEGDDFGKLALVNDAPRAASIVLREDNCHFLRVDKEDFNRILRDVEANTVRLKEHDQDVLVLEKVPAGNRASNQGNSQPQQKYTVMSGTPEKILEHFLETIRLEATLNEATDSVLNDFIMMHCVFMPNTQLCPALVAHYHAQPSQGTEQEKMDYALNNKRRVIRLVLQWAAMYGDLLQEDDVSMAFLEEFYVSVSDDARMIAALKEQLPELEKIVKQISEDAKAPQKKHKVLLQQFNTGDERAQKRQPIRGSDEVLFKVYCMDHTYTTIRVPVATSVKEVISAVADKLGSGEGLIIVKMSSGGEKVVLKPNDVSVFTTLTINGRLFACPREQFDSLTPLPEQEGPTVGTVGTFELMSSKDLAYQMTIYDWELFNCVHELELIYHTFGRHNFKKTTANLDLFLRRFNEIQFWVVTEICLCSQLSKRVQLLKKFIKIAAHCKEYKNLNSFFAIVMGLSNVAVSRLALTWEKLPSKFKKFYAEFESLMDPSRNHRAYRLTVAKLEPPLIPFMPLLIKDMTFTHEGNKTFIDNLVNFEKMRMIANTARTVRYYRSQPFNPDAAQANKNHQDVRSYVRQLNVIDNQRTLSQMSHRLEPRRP
CCT modulator: modulators of cytosolic chaperonin (CCT/TRiC) activity. purified chaperonin ATPase assay, HTRF ADP detection, 30 min. activity change, % (test concentration not listed), hits read low. hit rate 0.3% among 360,000. AID 651819; in the data active means activity change below about -30%; further: on the % scale 0 is the no-effect control and ±100 the full control effect
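ATPase activity: ADP formed was measured by HTRF Transcreener (665/615 nm ratio) after 30 min at 37 deg C with 10 uM ATP. Compounds screened at one 76 uM concentration against 40 or 20 nM TRiC in Tris pH 7.4/KCl/MgCl2/DTT buffer.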
EPAC2 agonist: activates human EPAC2 exchange factor. EPAC2 activation, biochemical qHTS; response scale: 100% = 6.5 mM cAMP response. Potency, µM (highest dose often 154 µM), for the others: at the highest dose activation, actives largely listed as activators. hit rate 0.079% among 360,000. AID 720711; further: potency means the concentration at half of the fitted maximal effect; nearly all actives have a fitted effect of over 50% in size
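Nucleotide exchange monitored as fluorescence drop when BODIPY-GDP leaves Rap1B. Reaction: 100 nM EPAC2, 250 nM RAP1B-BODIPY-GDP, 50 uM GDP, room temperature, kinetic read over 30 min. Activity expressed relative to 6.5 mM cAMP.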
* marks the source's active call; other numbers are inactive results; i = inactive; u = inconclusive; x = no result given; & = joins results of further samples; [ ] = dose if it differs, or a comment. Unless noted, the call rests on the fitted dose curve; in most records, active means well fitted curve in the direction sought with a large enough effect; inconclusive means small, poorly fitted or top-dose-only effect, or another doubt; inactive means no such curve, though single readings can be large; an effect the other way counts as inactive or inconclusive. Not all compounds are listed (hit frequency here may not be typical).

Screens in order – Nrf2 activator, pAkt inh, MmCpn inh, TGFb SMAD3 inh, A549 viability, Nrf2 inh, EPAC2 antag, CCT modulator, EPAC2 agonist
CCN(CC)CC(=O)Nc1sc(C)cc1C(=O)c1ccc(C)cc1
    -0.7%, i, -11%, u, 0%, -1%, 1%, 0.7, 9%
Brc1cccc(CSc2nnc(-c3ccncc3)o2)c1
    0.2%, i, -1%, -14%, 17%, u, -2%, 0.2, 13%
COc1ccc(N2CCN(C(=O)[C@H](C)NC(=O)c3ccccc3Cl)CC2)cc1
    -0.5%, i, 0%, -12%, 0%, u, -5%, -1.3, 6%
Cc1cc(C)nc(N2N=C(C(F)(F)F)CC2=O)n1
    0.8%, i, -1%, -3%, -2%, -21%, 5%, 0.1, 11%
CC(=O)N/C(=N\OCc1ccccc1Cl)c1nonc1NC(C)=O
    0.3%, i, -1%, -1%, 0%, 0%, 10%, 0.5, 5%
CC1CCc2sc(C(=O)N(C)CC(=O)Nc3cccc(F)c3)cc2C1 (stereo not given)
    -0.4%, i, -16%, u, -18%, u, -8%, -1.5, 0%
CCCCN(CCCC)CCC(O)c1cc2c(Cl)cc(Cl)cc2c2cc(C(F)(F)F)ccc12 (stereo not given)
    -0.6%, i, -1%, -23%, -12%, u, 0%, 0.2, -12%
Cc1ccc(Nc2c(-c3ccc(N4CCOCC4)cc3)nc3ncccn23)cc1C
    0.2%&-0.2%, i, 0%, -6%&-2%, 6%&0%, -10%&-14%, 12%, -0.2, -3%
COc1ccc(N2CCN(C(=O)c3ccc4c(c3)CC(c3ccccc3)OC4=O)CC2)cc1 (stereo not given)
    -0.6%, i, -3%, -6%, u, -10%, -1%, 0.3, 4%
CN(c1ccccc1C(=O)N1CCc2ccccc2C1)S(C)(=O)=O
    -0.1%, i, 0%, 13%, 1%, 20%, -10%, -1.6, 11%
O=S(=O)(c1ccccc1)c1cnc2ccccc2c1
    -0.1%, i, -2%, -3%, 13%, -19%, -2%, -0.3, 4%
CCC1OC(C(C)C)Cc2[nH][nH]c(=O)c21 (stereo not given)
    -0.7%, i, x, x, x, x, 1%, -1.7, 3%
CCN(Cc1ccccc1)C(=O)c1c[nH]c2ccc(S(=O)(=O)N(C)CCC#N)cc2c1=O
    3.0%, i, 1%, -25%, 4%, 5%, -2%, 0.3, 19%
Cc1cc(N)n(-c2ncnc3scc(-c4ccccc4)c23)n1
    0.0%, i, 1%, -5%, 1%, -4%, 19%, 0.9, 4%
O=C(/C=C/c1c(F)cccc1Cl)N1CCc2ccccc2C1
    2.0%[9.22 µM], i, -1%, -9%, 1%, 3%, -18%, 0.6, 6%
O=C(COc1nsnc1N1CCOCC1)Nc1cccc(Cl)c1
    0.3%, i, 1%, 19%, 1%, 7%, -4%, -2.5, 14%
COc1cccc(CN2CCN(C3CCN(c4cccc(C)c4C)CC3)CC2CCO)c1 (stereo not given)
    1.5%, i, 0%, u, -14%, -28%, -8%, 0.6, 4%
N#C/C(=C\c1cccc(OCC(=O)O)c1)c1nc2ccccc2[nH]1
    0.3%, i, 1%, 6%, -3%, 8%, 9%, -0.3, -3%
COc1ccc(CC(=O)NNc2ncnc3c2cnn3C)cc1
    -0.3%, i, 0%, 1%, -1%, -11%, 0%, -2.0, 2%
CC1(C)Cc2c(c(-c3ccccc3)nc3[nH][nH]c(=O)c23)CO1
    -0.4%, i, 1%, -7%, -15%, -4%, 2%, -2.3, 14%
COc1ccc(OC)c(C2=NOC(C(=O)NCCN3CCOCC3)C2)c1 (stereo not given)
    0.4%, i, 1%, -6%, 10%, -9%, -1%, -3.9, 10%
COC(=O)c1ccc(NC(=O)c2ccccc2)o1
    11%, i, -9%, 16%, -2%, 12%, 5%, -1.5, 10%
CCCCOc1ccc([N+](=O)[O-])cc1C(=O)O
    0.2%, i, -3%, -9%, 0%, -25%, u, 1.3, -2%
COc1ccc(/C=C(\NC(=O)c2ccc(OC)cc2)C(=O)Nc2cccc(C(=O)O)c2)cc1
    1.1%, i, -1%, 15%, -3%, 5%, 0%, 0.8, -9%
O=[N+]([O-])c1c(NCc2ccco2)ncnc1NCc1ccco1
    u, i, x, 7%, 3%, 13%, 2%, 0.3, 13%
O=C(CCCN1C(=O)/C(=C\c2cccs2)SC1=S)NNC(=O)c1ccncc1
    2.8%, i, 1%, -2%, -4%, 2%, 0%, -0.5, 9%
Cn1c(=O)c2c(nc(Cl)n2CC(=O)N2CCCCC2)n(C)c1=O
    0.0%, i, -6%, 0%, -6%, 6%, -13%, 1.9, 0%
Cc1ccc(-n2c3nc(=O)[nH]c(=O)c-3cc3c(C)nn(-c4ccccc4)c32)cc1C
    -0.3%, x, x, -2%, 15%, 24%, x, x, x
CCC(C)N(C(=O)CSc1nnc(-c2ccco2)n1C)C1CCS(=O)(=O)C1 (stereo not given)
    0.0%, i, -1%, 9%, 0%, -14%, -5%, -1.2, 6%
O=C(CCN1C(=O)C2C3C=CC(C3)C2C1=O)NCCc1ccccc1Cl (stereo not given)
    2.5%, i, 1%, -8%, 4%, -1%, -6%, -1.6, -1%

Additional records
Screens in order – Nrf2 activator, pAkt inh, MmCpn inh, TGFb SMAD3 inh, A549 viability, Nrf2 inh, EPAC2 antag, CCT modulator, EPAC2 agonist
Cc1ccccc1OCCCC(=O)NCc1ccco1
    0.0%, -101%*, 1%, 3%, 16%, 12%, 13%, 2.5, 4%
Cc1ccc(S(=O)(=O)Nc2nnc(C(C)(C)C)s2)cc1
    0.0%, i, 2%, -1%, -3%, u, 3%, 0.4, -2%
COc1ccc(C(=O)Nc2ccc(-c3n[nH]c(=S)o3)cc2)cc1
    -0.5%, i, -2%, -1%, -7%, -1%, -4%, -4.0, 10%
O=C(Cc1cccc(C(F)(F)F)c1)Nc1ccccc1N1CCCC1
    2.1%, i, 1%, -31%, 1%, u, -15%, -1.6, 7%
O=S(=O)(c1ccccc1)N1CCC(Oc2ccc(-n3cnnn3)cc2)CC1
    3.0%, i, -4%, u, -6%, u, -4%, 0.9, 8%
C=C(C(=O)Nc1ccccc1)c1ccc(C)cc1
    3.7%, i, -2%, 19%, 2%, -1%, u, -1.5, 6%
C[C@@H]1CN([C@H](C)CO)C(=O)c2cc(Br)cnc2O[C@H]1CN(C)C
    -0.9%, i, x, 15%, x, x, 4%, -0.6, -5%
CCCN(CCC)CC(O)CN(c1ccccc1)S(=O)(=O)c1ccc(C)cc1 (stereo not given)
    -0.8%, i, 0%, -25%, 14%, -5%, -1%, 0.7, 1%
O=C(CN1CCCCC1)Nc1ccc(N2CCCCCC2)cc1
    0.0%, i, -13%, 1%, 3%, 27%, 8%, 1.3, 2%
CCOC(=O)[C@]12CCC=C1N(Cc1ccccc1)C(=O)[C@H](CC(=O)NCC13CC4CC(CC(C4)C1)C3)C2
    3.9%, i, x, x, x, x, -3%, -3.1, -1%
Cc1cc2c(C)nc(N/N=C/c3ccc([N+](=O)[O-])cc3)nc2o1
    -0.3%, i, 3%, -22%, u, -18%, -7%, 1.1, -5%
CCc1ccc(CNC(=O)CSc2c3c(nc4ccc(Cl)cc24)CCCC3)cc1
    6.8%, x, x, -19%, -3%, 2%, x, x, x
C=CCn1c(Cc2ccc(OC(C)C)c(Cl)c2)nnc1SCC(N)=O
    -0.9%, i, 0%, 23%, 4%, -16%, 3%, -0.1, 11%
COCCCNC(=O)c1cc2cc3cc(OC)ccc3nc2o1
    0.4%, i, -5%, 10%, -2%, 2%, 1%, -0.5, -2%
O=C(Cc1ccccc1)NCC(=O)N1CCC2(CC1)NCCc1[nH]cnc12
    -0.3%, x, -2%, -24%, 1%, -6%, 1%, -2.8, 10%
O=C(Nc1ccc2oc(-c3cccnc3)nc2c1)c1ccc(-c2ccccc2)o1
    9.1%, x, x, u, -6%, 13µM*, x, x, x
CC1CCN(C(=O)COC(=O)Cn2cnc3c2c(=O)n(C)c(=O)n3C)CC1
    -0.1%, i, -1%, 10%, 4%, 11%, -6%, 0.3, 15%
COc1ccc(N(CC(=O)Nc2ccc(S(=O)(=O)N3CCCCC3)cc2)S(C)(=O)=O)cc1OC
    0.3%, i, 0%, 0%, -1%, -29%, -7%, -2.2, 10%
CCCCCCCCC(=O)N/N=C(\C)c1ccc(O)cc1O
    -0.5%, i, -1%, u, u, u, -4%, -0.3, -12%
O=S(=O)(c1ccc(Cl)cc1)N1CCCN(c2nc3ccc(Cl)cc3s2)CC1
    -0.2%, i, -8%, -1%, u, 3%, 6%, -0.6, -10%
Cc1cc(NC(=S)NC(=O)CC(C)C)ccc1Br
    3.9%, i, -2%, u, 19%, u, -3%, -2.3, -4%
Cn1nc(CSc2ccccc2)c(C=O)c1Cl
    8.1%, i, -1%, -3%, 1%, -1%, 2%, -0.3, 12%
COc1cccc(C(=O)CN2C(=O)C(C)(C)Oc3ccc(C(=O)N4CCOCC4)cc32)c1
    0.1%, i, 0%, u, -12%, 5%, 1%, 0.4, 3%
COc1cc(OC)cc(-n2c(=O)c3sccc3n(Cc3c(C)cc(C)cc3C)c2=O)c1
    0.1%, x, x, 0%, 1%, 4%, x, x, x
COc1ccc(C(=O)n2nnc3ccccc32)cc1Br
    -0.4%, i, 3%, 1%, 0%, 5%, 0%, -1.0, 4%
CCN(CC)S(=O)(=O)c1ccc(N=Cc2c(C)c(C#N)c(=O)n(C)c2O)cc1
    0.0%, i, -1%, -2%, 1%, 14%, 9%, -2.8, -8%
CCc1nc2ccc(C(=O)Nc3cccc(OCC(=O)N(C)C)c3)cn2c1N(CCN(C)C)CC1CC1
    -0.4%[9.22 µM], i, x, 2%, x, x, 1%, -1.5, -7%

Compound activity from PubChem BioAssay.
